LANA DNA inh: KSHV C-LANA DNA binding inhibition; MBP-C-LANA/FAM-LBS DNA binding, fluorescence polarization; inhibition, % at 9 µM; 340,000 tested, 0.078% active; AID 504423;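 active = highest replicate inhibition at or above 60% at 9 µM, even if other replicates fall short; inactive = all replicates below 60% inhibition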;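 note: 0% = neutral control wells and 100% = 4 µM acridine orange control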
SR-BI uptake up: activators of SR-BI mediated HDL lipid uptake; CHO ldlA[mSR-BI] cells, DiI-HDL uptake fluorescence, 3 h; 100 = double the neutral-control signal; activation, % at 12.5 µM; 320,000 tested, 0.096% active; AID 504775;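 active = mean replicate activation of at least 60% and every replicate at or above 60%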;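 note: 0% = median plate neutral-control signal and 100% = twice that signal; values of inactives mirror those of a sister screen read the other way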
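Test system: SR-BI-overexpressing, LDLR-lacking CHO cells; Also added: labelled HDL, 10 µg/mL; Measured by: bottom-read cell fluorescence after medium removal, ex 550/em 595 nm; Timing: 3 h uptake period with compound, 37 °C; Buffer or medium: F12, 0.5% BSA, 25 mM HEPES; Doses: single compound concentration, delivered by pin transfer.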
CAL PDZ FP-1: CAL PDZ (human) peptide binding inhibition | inhibition, % at 24.9 µM | Q9HD26 | purified CAL PDZ, TMR-peptide fluorescence polarization, 1 h | 300,000 tested, 0.92% active | AID 602252;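 active = mean inhibition of at least 30% with at least half of replicates also reaching 30%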;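 note: 0% = DMSO neutral control and 100% = excess unlabeled competitor peptide PRC23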
DAGLB inhibitor: blocks human DAGLB lipase activity | Q8NCG7 | HEK293T DAGLB membrane lysate, EnzChek fluorogenic substrate | inhibition, % at 5.17 µM | 340,000 tested, 0.059% active; in the data active = inhibition above about 34%;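 note: 0% = enzyme with vehicle and 100% = wells lacking enzyme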
Target sequence (Q8NCG7 whole entry, looked up): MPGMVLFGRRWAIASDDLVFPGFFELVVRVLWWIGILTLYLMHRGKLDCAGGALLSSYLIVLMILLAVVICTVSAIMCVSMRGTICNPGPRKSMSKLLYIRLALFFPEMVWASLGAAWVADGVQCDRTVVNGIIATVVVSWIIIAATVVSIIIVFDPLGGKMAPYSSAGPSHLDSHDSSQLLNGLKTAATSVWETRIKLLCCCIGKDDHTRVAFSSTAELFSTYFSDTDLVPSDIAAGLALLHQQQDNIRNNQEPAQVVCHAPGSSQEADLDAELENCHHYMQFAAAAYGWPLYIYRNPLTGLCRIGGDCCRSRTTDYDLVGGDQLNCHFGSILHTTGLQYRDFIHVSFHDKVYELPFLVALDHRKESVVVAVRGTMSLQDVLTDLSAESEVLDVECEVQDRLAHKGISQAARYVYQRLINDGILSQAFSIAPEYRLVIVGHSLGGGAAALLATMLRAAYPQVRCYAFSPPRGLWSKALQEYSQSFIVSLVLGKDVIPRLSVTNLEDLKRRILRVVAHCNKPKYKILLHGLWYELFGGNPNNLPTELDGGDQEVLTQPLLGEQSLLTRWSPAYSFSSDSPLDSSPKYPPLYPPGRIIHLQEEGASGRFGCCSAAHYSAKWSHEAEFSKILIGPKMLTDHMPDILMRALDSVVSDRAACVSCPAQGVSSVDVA
Rtt109 HAT inh: inhibitors of Candida albicans Rtt109/Vps75 histone acetyltransferase; 330,000 tested, 0.16% active; AID 540336; purified Rtt109/Vps75, ThioGlo CoA-SH fluorescence, 4 h; inhibition, % at 34.9 µM;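 active = inhibition of at least 50% in every replicate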
CAL PDZ FP-2: human CAL PDZ-peptide interaction inhibition; purified CAL PDZ, TMR-peptide fluorescence polarization, 1 h; inhibition, % at 20 µM; 330,000 tested, 0.02% active; AID 504414;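 active = highest replicate inhibition of at least 40%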;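 note: plate controls were DMSO neutral control wells for no effect and unlabeled competitor peptide control wells for full effect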
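System: tagged CAL PDZ domain. Schedule: 1 h room-temperature incubation prior to read. Signal: fluorescence polarization (mP). Measure: percent inhibition from loss of millipolarization.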
RTF Ca sens act: increases calcium sensitivity of human cardiac regulated thin filaments. 340,000 tested, 0.24% active. P19429+P45379. activation, % at 7.2 µM. AID 493008. IANBD-labeled TnC RTF fluorescence at EC20 calcium; 0% EC20 calcium, 100% full calcium;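 active = activation above the mean over all tested compounds plus 3 SD, cut at about 30% in these data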;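 note: rise in fluorescence read as greater calcium sensitivity of cardiac thin filaments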
Cardiac RTF inh: cardiac RTF calcium desensitization; P19429+P45379; inhibition, % at 7.15 µM; 340,000 tested, 0.12% active; IANBD-labeled cardiac RTF, Ca2+ fluorescence;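 active = inhibition above the mean inhibition of all tested compounds plus 3 SD, cut at about 17% in these data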;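 note: assay run at fixed EC70 calcium of 1.6 mM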
Keap1 Nrf2 FP: inhibitors of human Keap1-Nrf2 protein-protein interaction | AID 504523 | Keap1 Kelch-Nrf2 peptide fluorescence polarization, 1536-well | 340,000 tested, 0.15% active | inhibition, % at 9.4 µM | Q14145; in the data active = inhibition above about 12%;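 note: human Keap1 Kelch domain with fluorescein labeled Nrf2 9mer peptide probe; 0% = neutral control wells and 100% = peptide positive control; higher means more block of Keap1 binding to Nrf2 peptide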
PKA-R2B activ: PKA-R2B complex activation; P22694+P31323; PKA-R2B holoenzyme dissociation, Cy5-IP20 fluorescence polarization; R2B truncated from residue 108, S112A mutant; 0% DMSO only, 100% 113 µM cGMP; activation, % at 11.4 µM; 340,000 tested, 0.079% active; AID 504700;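 active = activation above a cutoff set at the mean over all compounds plus 3 SD, cut at about 18% in these data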;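 note: higher means more holoenzyme dissociation and a rise in polarization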
Target sequence (P31323 whole entry, looked up, other chains not shown, the tested form may be a part): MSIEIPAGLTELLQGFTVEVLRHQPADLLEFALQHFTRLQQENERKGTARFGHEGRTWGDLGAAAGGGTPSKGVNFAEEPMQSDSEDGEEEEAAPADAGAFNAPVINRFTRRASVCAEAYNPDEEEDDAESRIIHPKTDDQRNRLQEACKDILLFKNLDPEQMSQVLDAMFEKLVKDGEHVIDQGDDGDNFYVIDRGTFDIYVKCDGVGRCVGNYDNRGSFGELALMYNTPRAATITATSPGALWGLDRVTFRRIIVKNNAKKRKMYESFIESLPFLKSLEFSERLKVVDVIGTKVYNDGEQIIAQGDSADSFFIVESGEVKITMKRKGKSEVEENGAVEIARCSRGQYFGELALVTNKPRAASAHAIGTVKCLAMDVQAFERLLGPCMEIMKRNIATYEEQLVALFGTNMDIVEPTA
* hit, by the source's call; / = not tested or not shown.

Each structure is followed by: LANA DNA inh	SR-BI uptake up	CAL PDZ FP-1	DAGLB inhibitor	Rtt109 HAT inh	CAL PDZ FP-2	RTF Ca sens act	Cardiac RTF inh	Keap1 Nrf2 FP	PKA-R2B activ
CNC(=S)SCCOc1ccccc1C
  -1.1	-7	-3	-3	-8	-2.7	0	-3	5	-3
CCNC(=S)NS(=O)(=O)c1ccc(Cl)cc1
  -0.4	11	-2	0	5	-0.1	-5	-8	-5	-3
CCOC(=O)c1c(-c2ccccc2)nnn1-c1nc(OCC)nc(N2CCCCC2)n1
  0.9	-20	-3	-6	11	-4.8	-3	9	-2	-4
CCOc1cccc(CN2CCN(CCc3ccccc3)C(CCO)C2)c1O (stereo not drawn)
  -2.1	-10	/	-2	-4	-0.7	5	-1	4	-4
Cc1onc(-c2c(Cl)cccc2Cl)c1C(=O)c1ccccc1
  -1.1	1	-7	-11	5	-0.7	3	-11	-1	-3
OC1(c2ccccc2F)CCN(Cc2nnc(-c3ccccc3)o2)CC1
  0.2	16	-2	0	30	-1.6	5	-6	0	-2
Cc1ccc(NC(=O)CN(C)CC(=O)Nc2ccc(F)c(Cl)c2)cc1
  -1.4	-10	/	-2	2	-1.8	2	-4	4	-2
COc1ccc(OCC(=O)NC(CC(=O)O)c2ccc(OC)c(OC)c2)cc1 (stereo not drawn)
  -0.6	22	4	/	-1	0.1	/	/	2	/
Cc1ccc(NC(=O)c2ccc3ccccc3n2)nc1
  -1.1	12	12	-7	-11	-1.9	-5	-1	4	-13
CCCCCCOc1ccc(OC(=O)c2ccncc2)cc1
  -0.3	16	-2	-8	-4	-2.3	-3	-12	0	-4
Cc1cc(C)c2c(c1)N[C@H](c1cccs1)[C@@H]1CCO[C@H]21
  0.7	-34	/	-4	-7	0.4	5	-3	0	-1
NNC(=O)c1c(O)c2cccc3c2n(c1=O)CCC3
  -3.1	-1	-73	-1	0	/	5	-7	-4	-2
CSCCC(NC(=O)c1ccccc1Cl)C(=O)N1CCCC(C)C1 (stereo not drawn)
  0.1	18	/	1	-6	-0.5	-4	-4	-8	-13
CCc1c(C)nc2ncnn2c1Nc1ccc(C)c(C)c1
  0.2	-4	-3	1	-19	/	0	-8	-3	-8
Nc1cc(=O)nc(SCC(=O)Nc2ccccc2)n1-c1ccccc1
  -0.9	27	-4	1	3	-0.9	-6	-2	-3	-1
Cc1ccc(C(=O)N2CCCC2)c(F)c1F
  -0.2	29	/	2	7	-2.2	0	-3	0	-7
C#CCOCCOCCOCCNc1nc(N2CCN(C(=O)[C@H]([C@@H](C)O)n3cc(CCCCN)nn3)CC2)nc(N2CCN(C(=O)[C@H](C)n3cc(CCCN=C(N)N)nn3)CC2)n1
  3.4	1	0	2	12	-0.2	-8	2	-6	-12
CN(C)S(=O)(=O)c1ccc(Cl)c(C(=O)Nc2ccc(S(=O)(=O)N3CCOCC3)cc2)c1
  1.3	/	7	1	7	-0.9	-4	-11	-4	-15
CCC(=O)Nc1cccc(NC(=O)c2ccc3c(c2)OCCO3)c1
  2.6	-47	-6	4	6	-1.6	6	-8	-3	10
O=C(CC1CCCC1)Nc1cccc(Br)c1
  0.6	-3	-7	-4	-3	-3.5	5	-21	0	7
COc1ccccc1N(C)S(=O)(=O)c1ccc(Cl)c(C(=O)Nc2ccccc2N2CCOCC2)c1
  14	-17	-2	-1	-1	-1.3	-4	-3	4	-8
Cc1ccccc1NC(=O)CN1C(=O)c2cccnc2Oc2ccc(Cl)cc21
  0.6	-10	-8	-1	-6	-1.4	3	1	0	6
CCN1CCN(CC(O)COCc2ccccc2)CC1 (stereo not drawn)
  1.0	15	-3	0	0	0.3	5	10	-4	-1
CCOC(=O)c1cnc2c(OC)cccc2c1NCc1cccnc1
  -0.9	0	0	-2	-5	2.5	-3	-2	-6	0
CN(/N=C/c1cccs1)c1cc(=O)n(C)c(=O)[nH]1
  -0.4	/	1	3	1	-1.8	-1	2	-6	-7
C=CCOc1ccccc1CN(C(=O)CCl)c1ccc2c(c1)OCO2
  16	10	-1	7	-2	-1.8	-5	4	2	-11
CCN(CC)C(=O)Cn1cc(S(=O)(=O)CC(=O)Nc2ccc(F)cc2F)c2ccccc21
  -0.2	-17	-3	1	2	-0.4	1	-2	-4	1
CCOC(=O)Cc1csc(NC(=O)c2cc3ccccc3o2)n1
  1.0	-41	-1	-3	5	-0.5	2	-15	1	2
Cc1csc(NC(=O)CSc2nc3ccccc3c(=O)[nH]2)n1
  -0.2	3	-4	2	3	-1.0	5	-11	-7	-9
O=C(O)c1cc(-c2cccc3ccccc23)nc2ccccc12
  -2.3	/	-2	-1	-3	-3.6	-3	-11	-1	-5
Cc1cc2nc(C)n3c4ccccc4nc3n2n1
  -0.3	20	2	-1	-5	0.0	-1	-7	-2	1
COc1ccc(Cc2c3cc(OC)c(OC)cc3cc[n+]2C)cc1OC
  -0.8	2	6	-2	2	-3.1	7	3	-9	-5
CCOC(=O)c1c(NC(C)=O)sc2c(OC)cccc12
  0.8	/	-2	-9	0	-0.3	4	2	3	-9
CC(C)CN(CC(C)C)C(=O)c1cc(S(=O)(=O)N2CCCCC2)c[nH]1
  1.6	14	-3	-1	3	-1.9	-1	4	2	-11
Cc1cc(C(F)(F)F)n(-c2ccc(N)cc2)n1
  0.1	-21	3	-1	0	0.0	0	-14	-3	-7
CCOc1ccc(OCC)c(S(=O)(=O)NC2CC(C)(C)NC(C)(C)C2)c1
  -0.7	31	-2	1	6	0.1	-4	-2	1	-5
Cc1cc(=O)n2nc(N3CCCC(C(=O)NC4CCC(C)CC4)C3)sc2n1 (stereo not drawn)
  0.6	1	/	1	9	0.9	-5	-5	-5	3
COc1cc(NC(=O)Cc2cccs2)cc(OC)c1
  1.5	6	-2	-2	2	-2.9	8	-3	2	10
COc1cc(CC(=O)OCC(=O)Nc2ncc(Cl)cc2Cl)cc(OC)c1OC
  1.1	-9	-3	0	7	/	11	1	-6	8
COC(=O)c1cc(OC)nc2ccc(Br)cc12
  -1.3	-5	-7	-3	0	-0.6	6	0	0	-1
CC(=O)NCCc1nc2ccccc2[nH]1
  0.2	4	/	0	7	-1.1	-7	-7	-3	5
CCOC(=O)CSc1nc2sc(C)c(C)c2c(=O)[nH]1
  -0.7	-15	1	-2	0	-2.9	6	-5	-1	-2
CC(C)c1ccc(NC(=O)CSc2nc3ncccc3[nH]2)cc1
  -0.1	7	/	1	-6	-1.7	4	1	-7	-4
N#Cc1c(-c2ccco2)ccn(Cc2cccc(F)c2)c1=O
  -1.5	11	3	1	-2	-2.8	0	3	-4	-5
Cn1c(=O)c2[nH]cnc2n(-c2ccccc2)c1=O
  -2.1	25	-4	1	-3	-1.3	3	-8	-2	7
CN1C(=S)N(c2cccnc2)C(=O)/C1=C\c1ccc(C(C)(C)C)cc1
  0.7	-18	/	0	-12	-2.8	7	1	-3	-5
Cc1ccc(NC(=O)c2c([N+](=O)[O-])c(C(C)(C)C)nn2C)c(C)c1
  -0.1	7	-1	-3	1	0.2	2	-5	4	8
O=C(CSc1nnc(-c2cccnc2)o1)Oc1ccccc1
  -0.5	22	-4	-2	-16	-0.9	-4	5	-33	-2
COc1cccc(CC(=O)N2CCC(n3nccc3NC(=O)C3CCOC3)CC2)c1 (stereo not drawn)
  -0.4	/	3	0	-6	-2.0	0	-3	7	9
O=C(CSc1nc(=O)n(CCN2CCOCC2)c2c1CCCC2)Nc1cccc([N+](=O)[O-])c1
  -1.8	23	-1	2	-3	-2.1	-1	3	-1	-6

For convenience, some entries already given.
Each structure is followed by: LANA DNA inh	SR-BI uptake up	CAL PDZ FP-1	DAGLB inhibitor	Rtt109 HAT inh	CAL PDZ FP-2	RTF Ca sens act	Cardiac RTF inh	Keap1 Nrf2 FP	PKA-R2B activ
COc1cccc(CC(=O)N2CCC(n3nccc3NC(=O)C3CCOC3)CC2)c1 (stereo not drawn)
  -0.4	/	3	0	-6	-2.0	0	-3	7	9
O=C(CSc1nc(=O)n(CCN2CCOCC2)c2c1CCCC2)Nc1cccc([N+](=O)[O-])c1
  -1.8	23	-1	2	-3	-2.1	-1	3	-1	-6

The list goes on:
Each structure is followed by: LANA DNA inh	SR-BI uptake up	CAL PDZ FP-1	DAGLB inhibitor	Rtt109 HAT inh	CAL PDZ FP-2	RTF Ca sens act	Cardiac RTF inh	Keap1 Nrf2 FP	PKA-R2B activ
COc1ccc(NC(=O)Nc2cc(F)ccc2C)cc1
  0.2	-1	-5	-4	-3	-0.2	-2	7	0	-7
Cc1ccc(OCCCC(=O)Nc2nnc(C3CCCO3)s2)c(C)c1 (stereo not drawn)
  -9.5	11	-5	4	4	-1.0	1	-7	3	0
Cc1ccc(C(=O)NNC(=O)C2CSC3(C)CCC(=O)N23)cc1 (stereo not drawn)
  -3.0	12	-8	0	-3	-1.7	-6	-4	2	-6
O=S(=O)(Nc1ccc(S(=O)(=O)N2CCCC2)cc1)c1ccc(F)cc1
  1.1	20	-2	-1	-5	-1.8	-5	1	-6	-2
CCOc1ccc(CN(C)C(=O)CNC(=O)c2ccc3ccccc3c2)cc1OC
  -0.5	-32	-5	-2	13	-4.5	4	6	-4	-2
CSc1nnc(C)c(=O)n1COC(=O)c1ccc(S(=O)(=O)N2CCCC2)cc1
  1.6	32	-2	-1	2	-0.7	4	1	1	-13
O=c1[nH]c(SCc2ccc(Cl)cc2)nc2c1CCC2
  -0.7	7	-7	0	-3	0.0	-3	-2	-8	-7
O=C(NCCN1CCCC1)c1ccc(Cl)cc1Cl
  0.2	6	-3	0	-5	1.0	-7	-4	-1	-7
COCCCN(C(=O)c1ccc2ccccc2n1)c1c(N)n(Cc2ccccc2)c(=O)[nH]c1=O
  1.4	11	3	-3	-2	0.1	1	3	5	-5
COc1ccc(/C=C/C(=O)O)cc1S(=O)(=O)N1CCCc2ccccc21
  0.2	18	-2	0	6	0.6	-1	-12	-6	-1
Cc1ccccc1-n1c(SCC(=O)Nc2ccccc2Cl)nc2n[nH]c(C)c2c1=N
  -1.6	13	-5	0	11	-4.7	-7	-8	-1	-4
CC(NC(=O)C(=O)NCCCn1ccnc1)c1ccccc1 (stereo not drawn)
  -0.7	4	8	4	-5	-0.2	-8	-2	-2	-6
COc1ccc(OCCCC(=O)NCCc2ccccc2)cc1
  0.3	-11	-1	-2	-2	-1.5	1	2	-1	-9
CCN(CC)Cc1cc(C(C)(C)C)cc(N2CCOCC2)c1O
  -1.2	-4	-2	2	-4	0.1	-8	-6	-2	4
CC(C)(C)NC(=O)COc1ccc2oc3c(c2c1)CCCC3
  0.7	5	1	-9	10	-1.7	-8	-9	0	6
Cc1ccnc2nc(C(=O)Nc3nnc(CC(C)C)s3)nn12
  -0.4	-13	0	-1	0	-0.5	-4	-7	1	0
CC(=O)Nc1ccc(NC(=O)CSc2ccc3nnc(CCNC(=O)c4ccccc4)n3n2)cc1
  -0.3	5	-3	1	4	-0.6	0	-8	-2	-4

Rows are unselected; overall some 1.6% were active at least once.
